CR mimetic SO = lowers age-related superoxide in aged yeast cells; S. cerevisiae aged cells, superoxide DHE fluorescence; hits give low values; superoxide response (% of plate mean), % at 10 µM; hit rate 0.18% among 330,000; AID 2690;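 active means superoxide response under a set limit, about three screen SD below normal, cut at about 65% in these data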;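 further: yeast aged for seven days with compound at 30 °C before DHE staining; 100% = average MFI of all compound-treated wells on the plate with controls excluded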
EBNA-1 inhibitor = blocks EBNA-1 binding to DNA; EBNA-1 DNA binding, fluorescence polarization; inhibition, % at 14.8 µM; hit rate 0.34% among 300,000; AID 1950; in the data active means inhibition above about 28%
ZTA counter = counter-screen for EBNA-1 inhibitors: inhibitors of Epstein-Barr virus ZTA | P03206 | ZTA-DNA binding, fluorescence polarization | inhibition, % at 11 µM | hit rate 0.15% among 320,000 | AID 2234; in the data active means inhibition above about 33%
MEX-5 binding = C. elegans MEX-5 TCR-2 RNA binding activity | MEX-5/FITC-TCR2 RNA binding, fluorescence polarization; hits give low values | activity score (negative = inhibition of binding), % at 10 µM | Q9XUB2 | hit rate 0.38% among 300,000;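 active means inhibition past about -25% in most replicates, and total fluorescence under double the plate's negative control median, limit read from the data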;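 further: 0% = DMSO and -100% = 5 µM competing unlabeled TCR2 RNA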
Target sequence (Q9XUB2 whole entry, looked up): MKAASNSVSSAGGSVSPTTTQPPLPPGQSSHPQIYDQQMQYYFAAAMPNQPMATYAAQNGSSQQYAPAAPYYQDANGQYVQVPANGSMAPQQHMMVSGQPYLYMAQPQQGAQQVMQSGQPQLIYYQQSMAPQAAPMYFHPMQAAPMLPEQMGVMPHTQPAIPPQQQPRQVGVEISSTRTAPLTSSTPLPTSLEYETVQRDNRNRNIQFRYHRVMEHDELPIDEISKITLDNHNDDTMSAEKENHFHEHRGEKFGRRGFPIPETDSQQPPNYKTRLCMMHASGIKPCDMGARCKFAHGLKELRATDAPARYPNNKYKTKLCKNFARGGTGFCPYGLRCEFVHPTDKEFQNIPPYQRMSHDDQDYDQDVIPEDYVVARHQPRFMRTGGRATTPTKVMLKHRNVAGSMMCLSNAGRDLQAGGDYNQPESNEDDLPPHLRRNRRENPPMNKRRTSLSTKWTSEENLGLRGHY
Fam108B counter = Fam108B inhibition, counter-screen for RBBP9 inhibitors | recombinant Fam108B, FP-Rh probe fluorescence polarization | hit rate 0.33% among 300,000 | inhibition, % at 9.51 µM | AID 1947;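 active means inhibition above the screen mean inhibition plus 3 SD, computed separately per campaign, cut at about 18% in these data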;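 further: inhibitors lower polarization as less probe binds the enzyme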
Efflux pump inh = blocks antifungal efflux pumps in multiplex yeast assay; S. cerevisiae Candida pump triplex, Nile Red efflux; inhibition, % at 10 µM; hit rate 0.44% among 330,000; AID 485275;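 active means plate passing quality check with inhibition over a set limit, or well fluorescence over plate mean plus 4 SD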;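 further: Nile Red retained in pooled yeast measured as flow cytometry median fluorescence; 0% = buffer negative control and 100% = Enniatin B positive control; higher means more Nile Red kept so more efflux inhibition; some compounds called inactive have numbers as strong as hits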
BCLXL inh = inhibitors of human Bcl-xL. hit rate 0.7% among 320,000. inhibition, % at 10.9 µM. AID 2129. Q07817. GST-Bcl-xL / FITC-Bim BH3 peptide fluorescence polarization;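 active means inhibition above the mean of all tested compounds plus 3 SD, cutoff set per campaign, cut at about 30% in these data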;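 further: 0% = DMSO wells and 100% = unlabeled Bim-BH3 peptide competitor; inhibitors lower millipolarization by displacing the labeled peptide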
Target sequence (Q07817 whole entry, looked up): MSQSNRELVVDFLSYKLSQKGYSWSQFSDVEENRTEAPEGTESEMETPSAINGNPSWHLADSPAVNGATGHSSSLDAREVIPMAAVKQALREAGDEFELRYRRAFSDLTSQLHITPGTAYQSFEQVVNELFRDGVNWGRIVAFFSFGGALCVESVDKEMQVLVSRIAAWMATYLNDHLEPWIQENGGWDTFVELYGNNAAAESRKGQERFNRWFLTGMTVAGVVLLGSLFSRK
GLD-1 RNA inh = GLD-1-TGE RNA interaction inhibition (C. elegans). purified GLD-1 + fluorescein TGE RNA, fluorescence polarization. AID 2280. hit rate 0.44% among 320,000. Q17339. inhibition, % at 5.96 µM;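 active means percent inhibition above a per-plate cutoff, the plate mean of test compounds plus 3 SD, cut at about 30% in these data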;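 further: 0% = DMSO wells with GLD-1 and probe and 100% = wells lacking GLD-1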
MCL1-BIM inh = inhibitors of human MCL1 binding to BIM-BH3 peptide | hit rate 0.68% among 320,000 | inhibition, % at 10.9 µM | GST-MCL1 / FITC-Bim-BH3 fluorescence polarization;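 active means inhibition above the mean inhibition of all tested compounds plus 3 SD, set per campaign, cut at about 40% in these data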;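 further: 0% = DMSO wells and 100% = unlabeled Bim-BH3 peptide control; higher means more loss of mP so more displacement of Bim peptide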
Target sequence (Q07820 whole entry, looked up): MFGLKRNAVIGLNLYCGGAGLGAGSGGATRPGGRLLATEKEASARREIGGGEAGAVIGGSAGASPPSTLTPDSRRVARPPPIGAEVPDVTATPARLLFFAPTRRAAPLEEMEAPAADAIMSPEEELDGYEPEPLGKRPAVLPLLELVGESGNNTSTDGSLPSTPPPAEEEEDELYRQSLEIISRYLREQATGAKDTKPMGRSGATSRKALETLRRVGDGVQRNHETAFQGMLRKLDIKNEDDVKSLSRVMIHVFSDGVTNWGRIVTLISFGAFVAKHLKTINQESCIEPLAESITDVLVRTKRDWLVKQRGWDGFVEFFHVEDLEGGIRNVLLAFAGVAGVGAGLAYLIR
The depositor's hits bear a star; nt = not tested or not shown. An unsorted share of the library. Share with any hit: about 2.3%.

SMILES	CR mimetic SO	EBNA-1 inhibitor	ZTA counter	MEX-5 binding	Fam108B counter	Efflux pump inh	BCLXL inh	GLD-1 RNA inh	MCL1-BIM inh
CCOC(=O)CCC(NC(=O)c1ccc(NCN2C(=O)c3ccccc3C2=O)cc1)C(=O)OCC (configuration not stated)	93.0	5.4	22.0	-0.4	-0.4	-0.1	3.9	0.8	1.4
Cc1cccc(C)c1NC(=O)CSc1nnc(-c2ccccc2)n1Cc1ccc2c(c1)OCO2	103.1	-9.1	-8.7	-2.2	-2.3	0.1	-8.1	0.2	-11.0
COc1ccc(CCN2CN(S(=O)(=O)c3ccccc3)c3nc4ccccc4nc32)cc1OC	108.4	11.8	10.1	1.6	-0.1	-0.3	9.3	4.8	13.6
O=C(Sc1ccc(Cl)cc1)c1ccccn1	111.8	-8.6	0.8	0.0	1.1	0.0	6.0	6.3	14.2
Cc1ccccc1CNC(=O)CCNS(=O)(=O)c1ccc(OC(F)(F)F)cc1	80.2	nt	-12.0	nt	nt	0.1	5.1	3.8	-0.8
Cc1ccsc1/C=N/NC(=O)CNC(=O)c1ccc(S(=O)(=O)N2CCOCC2)cc1	105.9	3.1	-9.2	-0.1	-1.4	0.1	1.4	2.7	-7.0
CS(=O)(=O)N1CCC(C(=O)Nc2ccc(OCc3ccccc3)cc2)CC1	90.0	2.1	10.4	0.6	-6.4	0.0	1.2	0.2	-2.5
COc1ccc(C(=O)Nc2ccc(Nc3ccccc3)cc2)cc1[N+](=O)[O-]	100.5	-5.6	-2.3	1.9	16.7	0.3	-0.8	5.8	4.8
CCOC(=O)CC1CCCCN1Cc1cn[nH]c1-c1ccc(F)cc1F (configuration not stated)	94.7	-6.1	-7.1	1.1	-0.5	0.0	1.5	5.4	2.9
CCOC(=O)CC1C(=O)NCCN1C(=O)c1c(F)cccc1F (configuration not stated)	96.0	3.4	-19.1	0.2	4.2	-0.1	3.9	5.6	-2.4

Part of the list above with just ZTA counter and MEX-5 binding:
smiles	ZTA counter	MEX-5 binding
CS(=O)(=O)N1CCC(C(=O)Nc2ccc(OCc3ccccc3)cc2)CC1	10.4	0.6
COc1ccc(C(=O)Nc2ccc(Nc3ccccc3)cc2)cc1[N+](=O)[O-]	-2.3	1.9

Next part:
SMILES	CR mimetic SO	EBNA-1 inhibitor	ZTA counter	MEX-5 binding	Fam108B counter	Efflux pump inh	BCLXL inh	GLD-1 RNA inh	MCL1-BIM inh
CO/N=C/C(C#N)=C/c1cc(C(=O)c2ccccc2)cn1C	108.5	6.6	3.3	-1.4	0.4	0.1	-4.1	6.2	-2.9
COc1cccc(-n2c(-c3ccccc3)c[nH]c2=S)c1	89.2	2.4	-4.9	1.7	3.5	-0.2	-9.4	5.1	-6.6
CC(C)c1ccccc1NC(=S)NCC1(N(C)C)CCCCC1	98.6	4.1	3.7	1.2	-0.7	0.0	3.9	-5.6	1.6
C#CCNC(=O)C1=C[C@H](c2ccc3c(c2)OCO3)C[C@H](OCc2ccc(CO)cc2)O1	102.5	11.1	-8.5	2.5	6.4	-0.1	1.6	0.1	-0.3
CCN(C(=O)c1cccc(Br)c1)C1CCS(=O)(=O)C1 (configuration not stated)	101.0	-14.8	-4.1	-2.1	-1.0	0.2	1.2	-3.0	3.1
Fc1ccc(N=c2ssnc2Cl)c(F)c1	117.1	0.1	0.4	-29.8*	2.4	0.0	3.1	8.6	7.4
O=C(NCCC1CCCCN1S(=O)(=O)c1ccc(F)cc1)C(=O)Nc1ccccc1F (configuration not stated)	115.3	-12.6	7.0	-0.9	0.8	0.0	4.4	-0.6	1.8
CC1(C)NC(=O)N(CCCCOc2ccc(Cl)cc2C=O)C1=O	97.9	-4.4	-10.2	1.2	-0.3	0.0	6.0	4.9	4.6
COc1ccc(CNC(=O)CN(Cc2ccc(C)cc2)C(=O)c2csnn2)cc1	92.8	3.0	-4.8	0.0	-1.7	0.1	8.9	-1.9	2.9
Cc1ccc(/C=N/NC(=O)CSc2nc3ccccc3o2)cc1	98.4	1.1	2.6	-2.1	-0.7	-0.3	6.1	13.4	8.0
Cn1c(=O)c2c(nc(Br)n2CCCc2ccccc2)n(C)c1=O	96.2	-2.2	0.3	-0.1	-0.6	-0.1	4.9	7.1	-0.5
O=C(CCn1cnnn1)Nc1ccccc1	102.5	3.7	-6.1	1.3	0.8	0.0	5.3	6.8	-2.9
CN(C(=S)NC1CCCCC1)C1(c2ccccc2Cl)CCCCC1=O (configuration not stated)	102.9	8.7	5.3	1.5	-1.8	0.0	-14.2	-3.6	6.2
O=C(COCc1nc2ccccc2c(=O)[nH]1)NC1CCCC1	101.5	15.1	-5.5	0.9	-0.3	0.1	-1.7	7.7	-3.8
O=C(NCCCn1ccnc1)c1ccc2ccccc2c1	80.6	1.6	6.7	0.4	3.2	-4.8	1.6	-0.7	-5.6
CN1CC=C2C(C#N)=C(N)C(C#N)(C#N)[C@H](c3cccs3)[C@H]2C1	96.6	-6.0	-20.4	-67.8*	-2.5	-0.1	112.1*	79.0*	118.1*
Cc1c(C(=O)NCCCN2CCOCC2)sc2nc(-c3ccccc3)cn12	111.1	2.5	2.3	-3.4	-4.1	0.1	2.0	-5.5	-4.5
Cc1nnc(SCC(=O)c2cc(C)n(-c3ccc4c(c3)OCO4)c2C)s1	110.1	1.0	-5.8	1.3	12.1	0.3	1.5	8.3	1.1
S=c1[nH]nc(-c2cccnc2)n1/N=C/c1ccc(Br)s1	102.2	11.6	2.1	1.4	-0.4	8.0*	-24.8	8.8	-23.4
C=CCSC1=C(C#N)C(c2ccccc2Cl)C(C(=O)c2cccs2)C(O)(C(F)(F)F)N1 (configuration not stated)	104.5	10.0	5.2	-1.9	3.2	-0.1	4.4	2.0	12.9
COc1cc(OC)c(NC(=O)c2cc(S(=O)(=O)N3CCOCC3)cn2C)cc1Cl	94.7	19.7	2.1	1.7	2.4	-0.1	0.2	2.6	6.7
Cc1c(Br)c(C(F)(F)F)nn1CC(=O)NCC1CCCO1 (configuration not stated)	98.0	13.1	-4.0	0.8	-2.3	0.0	-0.9	-1.2	0.2
Cc1csc(NC(=O)CSc2nc(C(C)C)nc3c2c(=O)n(C)c(=O)n3C)n1	91.3	-12.7	-16.5	1.6	-0.8	0.0	3.4	3.0	0.6
COc1cc(/C=N/Nc2nnc3c(n2)[nH]c2ccccc23)ccc1O	80.2	3.6	-6.6	2.4	6.0	-0.5	13.7	-4.9	7.6
CCCc1ccc(S(=O)(=O)NCc2nnc(SC)n2C)cc1	98.7	3.1	0.8	0.4	4.4	0.1	2.8	14.7	-0.2
CC1CCN(S(=O)(=O)c2ccc(F)c(C(=O)O)c2)CC1	93.5	9.0	-2.3	-0.7	6.7	0.1	0.3	2.4	1.3
O=c1c2sccc2n(Cc2ccc(F)cc2)c(=O)n1-c1ccc(F)cc1	87.3	2.7	-8.4	-0.9	1.5	-0.2	4.6	3.5	3.2
O=S(=O)(Nc1nc(SCc2ccc(Cl)cc2)n[nH]1)c1ccccc1	81.0	-0.1	-1.2	-2.8	-0.5	-0.1	3.6	4.3	6.4
CN1CCN(C(=O)c2cc3sc4ccccc4c3s2)CC1	99.0	-6.8	9.7	0.7	0.1	0.0	1.6	-2.1	-0.9
COCc1cc(C)n(CC(=O)NCC2CCCO2)c(=O)c1C#N (configuration not stated)	100.9	5.4	8.7	-2.8	2.0	0.0	-1.5	3.1	-1.0
CCN1CCN(S(=O)(=O)c2ccc3c(c2)OCCO3)CC1	97.0	12.2	24.1	0.4	2.6	-0.1	9.0	6.4	4.4
CCN1CCN(C(c2cccs2)C(C)NC(=O)c2ccccc2OC)CC1 (configuration not stated)	109.2	1.7	13.4	1.4	-5.4	-0.1	3.4	4.6	3.9
O=C(Nc1ccc(N2C(=O)C3C4C=CC(C4)C3C2=O)cc1Cl)c1cccs1 (configuration not stated)	89.8	9.4	1.4	0.0	-1.1	0.0	3.4	-1.4	1.1
Cc1ccc(CN2CCc3c(OCC(=O)Nc4cc(C)ccc4C)cccc3C2=O)cc1	121.2	1.9	-11.0	-0.5	-8.9	-0.1	-2.9	4.2	-3.3
CCOCCCNC(=O)C1CCC(CNS(=O)(=O)c2cccc3nsnc23)CC1 (configuration not stated)	92.8	10.1	-13.3	nt	-2.1	-0.1	8.9	4.1	7.5
COC(=O)CN1C(=O)C(C)(C)Oc2ccc(C(=O)Nc3cccc(OC)c3)cc21	93.8	3.3	0.5	3.1	-0.3	0.2	2.2	-3.4	4.0
Cc1nc2cc(-c3ccccc3)nn2c(C)c1CCC(=O)N1CCN(c2ccccc2)CC1	101.1	-5.6	-0.5	0.9	0.7	-0.2	11.2	0.8	1.8
OC(CNCc1ccccn1)c1ccccc1 (configuration not stated)	100.1	7.2	14.0	3.6	-0.9	1.5	-0.4	2.4	5.5
CN1CCN(CC(=O)NN(Cc2ccccc2)c2ccccc2)CC1	114.5	2.8	9.4	-2.3	0.6	0.1	11.8	-0.8	8.2
Cn1cc(/C=C/C(=O)c2ccccc2)c2ccccc21	75.7	-6.6	-4.6	0.5	-1.4	0.2	-2.2	-55.1	-13.4

Look-ups from above:
In MEX-5 binding, Cc1nc2cc(-c3ccccc3)nn2c(C)c1CCC(=O)N1CCN(c2ccccc2)CC1 is entered as 0.9
In BCLXL inh, Cc1ccc(CN2CCc3c(OCC(=O)Nc4cc(C)ccc4C)cccc3C2=O)cc1 is entered as -2.9
In MCL1-BIM inh, CN1CCN(CC(=O)NN(Cc2ccccc2)c2ccccc2)CC1 is entered as 8.2
In EBNA-1 inhibitor, COC(=O)CN1C(=O)C(C)(C)Oc2ccc(C(=O)Nc3cccc(OC)c3)cc21 is entered as 3.3
In Efflux pump inh, OC(CNCc1ccccn1)c1ccccc1 (configuration not stated) is entered as 1.5

Further entries
SMILES	CR mimetic SO	EBNA-1 inhibitor	ZTA counter	MEX-5 binding	Fam108B counter	Efflux pump inh	BCLXL inh	GLD-1 RNA inh	MCL1-BIM inh
O=C(c1ccco1)N1CCN(c2c([N+](=O)[O-])nn(-c3cccc(Cl)c3)[n+]2[O-])CC1	101.8	-2.2	-4.7	-1.5	0.8	-0.1	0.6	4.3	-1.8
CC(=O)Nc1ccc(S(=O)(=O)Nc2cccc(-c3ccc4nncn4n3)c2)cc1	88.1	-5.1	-7.2	-0.3	0.8	0.1	7.0	-1.2	3.4
COc1ccccc1C(=O)NC(=O)COC(=O)Cc1n[nH]c(=O)c2ccccc12	74.5	-10.6	-7.2	2.7	0.8	0.0	-0.4	-3.9	2.6
COc1ccccc1C1CC(=O)Nc2cc(C)c(C)cc21 (configuration not stated)	100.7	-12.6	-3.8	-2.2	-5.1	-0.1	1.7	4.5	4.4
CN(C)CCSc1nc(-c2ccccc2)nc2c1CCCC2	103.5	9.8	9.4	3.5	7.3	0.0	4.4	-0.9	1.9
COc1ccc(OCc2cc(C(=O)N(C)C3CCOCC3)no2)c2ccccc12	94.5	1.1	-5.6	-0.7	0.5	0.1	4.2	0.6	1.6
COc1ccc(C(=O)Nc2nc3ccccc3s2)cc1OC	106.5	-1.3	8.9	1.0	-2.4	0.0	8.9	1.7	3.5
Cc1cccc(N2CCN(C(=O)c3csc4ccccc34)CC2C)c1 (configuration not stated)	92.7	0.4	9.3	0.7	4.0	0.4	7.8	1.9	13.5
CC(C)C1C(=O)NC(=S)N1S(=O)(=O)c1ccc(C(C)(C)C)cc1 (configuration not stated)	87.2	13.7	-15.8	1.5	-0.9	-0.3	7.3	5.1	12.2
NS(=O)(=O)c1ccc(NC(=O)c2cc(=O)c3ccccc3o2)cc1	95.3	-7.0	-16.5	0.2	-1.7	0.1	0.2	0.1	0.1
CC(C)(C)NC(=O)CCN(/N=C/c1ccccc1O)C1=NS(=O)(=O)c2ccccc21	96.1	10.2	0.2	-1.6	-1.7	0.0	7.6	-10.8	0.9
